Source: PubChem (National Center for Advancing Translational Sciences (NCATS))
APEX1 inh: inhibitors of human APE1 endonuclease. 350,000 tested, 0.35% active. P27695. Potency, µM (highest dose often 65.8 µM), for inactives: at the top dose activity change, negative = inhibition, usual class: inhibitors. AID 2517. recombinant APE1, TAMRA/BHQ-2 abasic DNA cleavage fluorescence;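 also: potency is read from the fitted curve at half-maximal effect; plate controls were vehicle for no effect and reference inhibitor for full effect; nearly all actives have a fitted effect of over 55% in size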
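Step 1: APE1 (0.75 nM) with compound, 15 min RT. Step 2: add 50 nM fluorophore/quencher THF duplex. Step 3: three fluorescence reads 60 s apart (525/598 nm); read 3 minus read 1 = reaction progress.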
LDHA inh: LDHA (human) enzyme inhibition. P00338. purified LDHA, NADH/diaphorase-resazurin fluorescence; hits give low values. activity change, % (values are at about 110 or 230 µM). 480,000 tested, 0.15% active. AID 1347041; in the data active = activity change below about -30%; inconclusive = mostly about -25% to -30%;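 also: plate controls were DMSO wells for no effect and wells without enzyme for full effect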
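Remaining NADH was detected by diaphorase (0.133 mg/mL) converting 37 µM resazurin to fluorescent resorufin, read at 0 and 20 minutes. The preceding 5-minute room-temperature reaction used 2 nM LDHA, 0.2 mM sodium pyruvate and 0.06 mM NADH at pH 7.4.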
POLI inh: blocks human DNA polymerase iota activity; Q9UNA4; Pol iota fluorescent replication assay, 10 min; Potency, µM (series often up to 115 µM), without a hit: top-dose activity, negative = inhibition, actives largely listed as inhibitors; 390,000 tested, 1% active; AID 588590; also: potency is read from the fitted curve at half-maximal effect
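Fluorescent replication assay read twice, at 0 min and 10 min after adding 50 nM (final) substrate. Enzyme (10 nM) and compounds were first incubated 15 min at room temperature; enzyme-free buffer wells were negative controls.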
Pol kappa inh: DNA polymerase kappa (human) inhibition; Potency, µM (highest dose often 107 µM), for the others: top-dose activity, negative = inhibition, hits mostly inhibitors; 400,000 tested, 0.53% active; AID 588579; Q9UBT6; purified Pol kappa, fluorescent DNA synthesis assay, 10 min; also: potency is read from the fitted curve at half-maximal effect; % is scaled to controls: 0 for no effect and ±100 for the full control effect
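First, compounds were pin-transferred onto 10 nM Pol kappa. After 15 min at room temperature, substrate was added to 50 nM final. Fluorescence was then measured kinetically at 0 and 10 min.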
Pol eta inh: DNA polymerase eta (human) inhibition; Q9Y253; recombinant Pol eta, fluorescent DNA replication assay; Potency, µM (titrated, usually from 114 µM), for the others: at the top dose activity change, negative = inhibition, actives largely listed as inhibitors; 390,000 tested, 1.2% active; AID 588591; also: potency is read from the fitted curve at half-maximal effect; % is scaled to controls: 0 for no effect and ±100 for the full control effect
Target sequence (Q9Y253 whole entry, looked up): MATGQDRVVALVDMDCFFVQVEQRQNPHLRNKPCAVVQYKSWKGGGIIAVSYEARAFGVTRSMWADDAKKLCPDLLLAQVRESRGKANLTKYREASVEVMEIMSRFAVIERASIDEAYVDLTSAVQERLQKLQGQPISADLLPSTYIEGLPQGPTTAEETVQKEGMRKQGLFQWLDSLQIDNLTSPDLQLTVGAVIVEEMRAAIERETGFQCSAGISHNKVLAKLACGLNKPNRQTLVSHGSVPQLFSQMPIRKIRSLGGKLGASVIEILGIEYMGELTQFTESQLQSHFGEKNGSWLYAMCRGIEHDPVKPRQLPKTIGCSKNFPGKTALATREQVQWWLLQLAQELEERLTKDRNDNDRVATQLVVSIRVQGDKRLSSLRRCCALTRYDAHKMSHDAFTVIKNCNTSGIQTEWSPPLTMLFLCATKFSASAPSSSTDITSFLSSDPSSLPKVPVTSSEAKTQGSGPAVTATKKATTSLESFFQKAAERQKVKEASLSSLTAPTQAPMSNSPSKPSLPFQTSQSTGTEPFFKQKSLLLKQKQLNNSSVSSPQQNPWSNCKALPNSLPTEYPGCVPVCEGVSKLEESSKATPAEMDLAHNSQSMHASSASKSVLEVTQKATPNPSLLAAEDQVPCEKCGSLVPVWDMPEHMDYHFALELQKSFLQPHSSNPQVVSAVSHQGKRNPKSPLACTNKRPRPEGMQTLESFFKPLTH
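Fluorescent replication assay: 50 nM final substrate added after a 15 min room-temperature compound preincubation with 10 nM enzyme. Signal taken at 0 min and again at 10 min.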
Anesthetic bind: binds horse apoferritin like a general anesthetic | P02791 | apoferritin/1-aminoanthracene competitive binding, fluorescence | Potency, µM (highest dose often 77.5 µM), for inactives: at the top dose activity change, negative = displacement, most hits filed as inhibitors | 350,000 tested, 0.074% active | AID 485281; also: potency is read from the fitted curve at half-maximal effect; % is scaled to controls: 0 for no effect and ±100 for the full control effect; nearly all actives have a fitted effect of over 20% in size
Target sequence (P02791 2-175 limits assumed): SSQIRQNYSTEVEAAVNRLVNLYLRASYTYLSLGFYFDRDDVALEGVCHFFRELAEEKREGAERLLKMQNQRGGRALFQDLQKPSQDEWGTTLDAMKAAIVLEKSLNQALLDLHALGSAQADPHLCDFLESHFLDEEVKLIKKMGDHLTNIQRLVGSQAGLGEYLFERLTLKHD
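Horse-spleen apoferritin (10 uM) in 50% saturated 1-aminoanthracene in PBS was incubated 10 min at room temperature with compound. Fluorescence (ex 380, em 535 nm) was normalized to free and bound 1-AMA, with concentration-response fitted by a four-parameter Hill equation.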
BLM helicase inh: blocks DNA unwinding by human BLM helicase; recombinant BLM DNA unwinding, fluorescence dequenching; Potency, µM (highest dose often 56.1 µM), for inactives: top-dose activity change, negative = inhibition, actives largely listed as inhibitors; 350,000 tested, 0.2% active; P54132;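 also: potency is read from the fitted curve at half-maximal effect; plate controls were vehicle for no effect and no enzyme for full effect; nearly all actives have a fitted effect of over 35% in size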
Glioma ERSR ind: ER stress response induction in glioma | Potency, µM, without a hit: top-dose activation, hits mostly activators | 420,000 tested, 0.02% active | AID 602332 | U87-MG GRP78 promoter luciferase reporter, 16 h; also: potency is read from the fitted curve at half-maximal effect; series mostly up to about 76 µM; % of control where 0% means no effect; nearly all actives have a fitted effect of over 35% in size
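Stably transfected U87-MG glioma cells carrying a GRP78-based luciferase sensor; 16 h compound incubation. Luminescence end-point read 10 min after Bright-Glo addition at room temperature.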
Pol beta inh: blocks human DNA polymerase beta activity | Pol beta primer extension/strand displacement, fluorescence kinetic | 340,000 tested, 1.3% active | P06746 | Potency, µM (top dose mostly 114 µM), for the others: at the top dose activity change, negative = inhibition, most hits filed as inhibitors; also: potency is read from the fitted curve at half-maximal effect; % is scaled to controls: 0 for no effect and ±100 for the full control effect
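Values derive from four-parameter Hill fits of normalized kinetic data: reads at 0 and 10 min following addition of 50 nM substrate to 10 nM Pol beta preincubated 15 min with compound.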
Starred values were filed as active, the others as inactive; ? = inconclusive; . = not tested or not shown; & = joins results of further samples; [ ] = remark or other dose. Unless noted, calls follow the shape of the dose curve; as a rule, active = well fitted curve in the direction sought with a large enough effect; inconclusive = small, poorly fitted or top-dose-only effect, or another doubt; inactive = no such curve, though single readings can be large; an effect the other way counts as inactive or inconclusive. An excerpt; rates above refer to the full screens.

no. | mol | APEX1 inh | LDHA inh | POLI inh | Pol kappa inh | Pol eta inh | Anesthetic bind | BLM helicase inh | Glioma ERSR ind | Pol beta inh
1 | Cc1cccc(N2CCN(C(=O)Cc3c(C(=O)O)c(C)cn3C)CC2)c1C | . | -6 | ? | -7%[60.1 µM] | -12% | -12% | 1% | -3% | 1%
2 | CC(=O)Nc1nc2n(n1)C(c1ccc(F)cc1)C=C(c1ccccc1)N2 (stereo not given) | -1% | 2 | -3% | -7% | ? | 686%[activator] | 0% | -2% | ?
3 | Clc1ccc(Nc2nc3cccnc3s2)cc1 | 0% | -11 | 118%[activator] | -6% | -21% | -5% | -1% | 6% | -22%
4 | COc1ccc(Nc2nc(N)nc(CSc3nc4ccccc4s3)n2)cc1 | . | -7 | 9% | -20% | -23% | -14% | -14% | -3% | -7%
5 | Cc1cccc(NC(=O)Nc2c(C)[nH]c(=O)[nH]c2=O)c1C | 0% | -19 | 12% | -11%[60.1 µM] | -2% | 1% | 1% | 0% | -13%
6 | Cc1cc(C)n(-c2ccc(-n3ccnc3)nn2)n1 | 10% | -2 | 3% | -3% | 10% | -7% | 2% | -1% | 13%
7 | CCc1ccc(OCC(=O)OC2CCS(=O)(=O)C2)cc1 (stereo not given) | 2% | -1 | 6% | -3%[60.1 µM] | 8% | -7% | 3% | -1% | 13%
8 | O=C(CCSc1nc(-c2ccc3c(c2)OCO3)cc(C(F)(F)F)n1)NCc1ccccc1 | -7% | -3 | 11% | -21% | 7% | -2% | -7% | -6% | 99%
9 | CCCCN(C(=O)CSCc1ccc(C)cc1)c1c(N)n(Cc2ccccc2)c(=O)[nH]c1=O | . | -2 | -11% | -1% | -26% | . | . | -4% | .
10 | CN(C)CCO/N=C(\c1ccc(Br)cc1)c1cccnc1 | . | ? | ? | 0% | -15% | . | . | -1% | .
11 | CCN(CC(=O)Nc1ccc(OC)cc1)C(=O)CSCc1ccc(C)cc1 | 8% | -9 | 1% | -8% | -7% | . | . | -6% | .
12 | CCOc1ccc(OCC)c(NC(=O)CC2Oc3ccc(C)cc3NC2=O)c1 (stereo not given) | -10% | 4 | 48%[activator] | -6% | -18% | -2% | -1% | -3% | 10%
13 | O=C(Cc1c[nH]c2ccccc12)N1CCN(S(=O)(=O)c2cccc(Cl)c2Cl)CC1 | -5% | 0 | 17% | 0% | -16% | . | . | -4% | .
14 | OC(CNC1CCCC1)COc1c(F)cc(Br)cc1F (stereo not given) | 8% | -7 | 11% | -10% | 5% | -17% | 1% | -1% | -20%
15 | COc1ccc(C2CC(=O)c3cc(-c4nc(-c5cccc([N+](=O)[O-])c5)cs4)c(=O)n(-c4ccccc4)c3C2)cc1 (stereo not given) | . | -18 | -3% | -23% | -6% | 3% | -2% | -3% | -20%
16 | O=[N+]([O-])c1cc(S(=O)(=O)c2ccc(N3CCCCC3)c([N+](=O)[O-])c2)ccc1N1CCCCC1 | -1% | 3 | 88%[activator] | 4% | -12% | -9% | -1% | -4% | 1%
17 | c1coc(C2Nc3ccccc3-c3nc4ccccc4n32)c1 (stereo not given) | 5% | -5 | -14% | -4% | 7% | 2% | 2% | 2% | -6%
18 | CN(CC(=O)NCCCN1CCOCC1)S(=O)(=O)c1ccc(F)cc1 | 7%[12.4 µM] | -6 | 140%[activator] | 2% | -6% | -9% | 4% | 1% | 9%
19 | Cc1cnc(NC(=O)CC2OC(=O)c3ccccc32)s1 (stereo not given) | 15% | -6 | ? | 0% | -7% | . | . | -8% | .
20 | CCCC(=O)N1CCN(c2ccc(NC(=O)C(C)(C)C)cc2)CC1 | -4% | 2 | 16% | -15% | -14% | -13% | -3% | 0% | 21%
21 | CCOc1cc(/C=C2/N=C(c3ccc(C(C)(C)C)cc3)OC2=O)cc(Cl)c1OS(C)(=O)=O | -1% | -10 | 13% | -6% | 10% | ? | -1% | 1% | 2%
22 | Cc1ccc(S(=O)(=O)/N=C(\N)Nc2nc(C)c3cc(C)ccc3n2)cc1 | -5% | -8&3 | 21% | -10% | -11% | ? | -11% | 3% | 28%
23 | COc1ccc2oc(=O)c(-c3cn4ccc(C)cc4n3)cc2c1 | 1% | 13&-3 | 71%[activator] | -2% | -5% | -1% | 1% | 3% | 5%
24 | O=C(Nc1ccc(S(=O)(=O)Nc2ncccn2)cc1)c1cncc(Br)c1 | 0% | -7 | -3% | -5% | -19% | -4% | 1% | 0% | 6%
25 | Cc1cc(-c2nc3cc(F)ccc3s2)ccc1N | . | 2 | -18% | -8% | -18% | . | . | -8% | .

Some of the entries above in another layout.
Order of results – APEX1 inh | LDHA inh | POLI inh | Pol kappa inh | Pol eta inh | Anesthetic bind | BLM helicase inh | Glioma ERSR ind | Pol beta inh
15: COc1ccc(C2CC(=O)c3cc(-c4nc(-c5cccc([N+](=O)[O-])c5)cs4)c(=O)n(-c4ccccc4)c3C2)cc1 (stereo not given)
 : . | -18 | -3% | -23% | -6% | 3% | -2% | -3% | -20%
16: O=[N+]([O-])c1cc(S(=O)(=O)c2ccc(N3CCCCC3)c([N+](=O)[O-])c2)ccc1N1CCCCC1
 : -1% | 3 | 88%[activator] | 4% | -12% | -9% | -1% | -4% | 1%
17: c1coc(C2Nc3ccccc3-c3nc4ccccc4n32)c1 (stereo not given)
 : 5% | -5 | -14% | -4% | 7% | 2% | 2% | 2% | -6%
18: CN(CC(=O)NCCCN1CCOCC1)S(=O)(=O)c1ccc(F)cc1
 : 7%[12.4 µM] | -6 | 140%[activator] | 2% | -6% | -9% | 4% | 1% | 9%
19: Cc1cnc(NC(=O)CC2OC(=O)c3ccccc32)s1 (stereo not given)
 : 15% | -6 | ? | 0% | -7% | . | . | -8% | .
20: CCCC(=O)N1CCN(c2ccc(NC(=O)C(C)(C)C)cc2)CC1
 : -4% | 2 | 16% | -15% | -14% | -13% | -3% | 0% | 21%
21: CCOc1cc(/C=C2/N=C(c3ccc(C(C)(C)C)cc3)OC2=O)cc(Cl)c1OS(C)(=O)=O
 : -1% | -10 | 13% | -6% | 10% | ? | -1% | 1% | 2%
22: Cc1ccc(S(=O)(=O)/N=C(\N)Nc2nc(C)c3cc(C)ccc3n2)cc1
 : -5% | -8&3 | 21% | -10% | -11% | ? | -11% | 3% | 28%
23: COc1ccc2oc(=O)c(-c3cn4ccc(C)cc4n3)cc2c1
 : 1% | 13&-3 | 71%[activator] | -2% | -5% | -1% | 1% | 3% | 5%
24: O=C(Nc1ccc(S(=O)(=O)Nc2ncccn2)cc1)c1cncc(Br)c1
 : 0% | -7 | -3% | -5% | -19% | -4% | 1% | 0% | 6%
25: Cc1cc(-c2nc3cc(F)ccc3s2)ccc1N
 : . | 2 | -18% | -8% | -18% | . | . | -8% | .

(list continues)
no. | mol | APEX1 inh | LDHA inh | POLI inh | Pol kappa inh | Pol eta inh | Anesthetic bind | BLM helicase inh | Glioma ERSR ind | Pol beta inh
26 | CN(CCc1ccc(Cl)c(Cl)c1)C[C@@H](O)COc1ccc(NS(C)(=O)=O)cc1 | -5% | . | . | -11%[19.4 µM] | . | . | 5% | -3% | .
27 | COc1ccc(C(=O)CSc2nc(C)cc(C)n2)cc1[N+](=O)[O-] | 7% | -1 | 23% | 1% | -13% | -15% | -2% | -4% | 0%
28 | Cc1cc(N2CCCCC2)nc2ccc(NC(=O)CCC(=O)NCCC(C)C)cc12 | 9% | 0 | 29% | 0% | -19% | -2% | -2% | 6% | 29%
29 | CC1=C(C(=O)Nc2ccccc2C(F)(F)F)C(c2ccc(C)s2)NC(=S)N1 (stereo not given) | 5% | -2 | -15% | -13% | -1% | -3% | -6% | -2% | 22%
30 | O=C(O)c1ccc2c(c1)C(=O)N(NC(=O)c1ccccc1)C2=O | -3% | -1 | -24% | 0% | -9% | -4% | -4% | -1% | -30%
31 | C=CCn1c(SC/C=C/c2ccccc2)nnc1-c1sc(N)nc1C | 0% | 6 | -2% | -4% | -9% | 6% | -7% | 3% | -27%
32 | CC1CC(C)CN(C(=O)CN2C(=O)NC3(CCCCCC3)C2=O)C1 (stereo not given) | 11% | -6 | 10% | 3% | -7% | . | . | -3% | .
33 | COC(=O)c1c(NC(=O)CC2SC(N)=NC2=O)sc2c1CCC(C(C)(C)C)C2 (stereo not given) | -3% | 3 | 1% | -28% | -20% | ? | -16% | -10% | -4%
34 | CC(=O)C1CCC2C3CC=C4CC(SC(=N)N)CCC4(C)C3CCC12C (stereo not given) | . | -11 | 6% | -11% | 1% | . | . | -11% | .
35 | CC(=O)Oc1cccc(C(=O)Nc2cccc(C(=O)Nc3ccccc3C(=O)O)c2)c1 | 8% | -18 | 144%[activator] | -14% | -15% | -8% | -2% | -3% | 5%
36 | CCC(C(=O)NCCCc1ccccc1)n1nc(C)c2c(C)n(-c3ccccc3)nc2c1=O (stereo not given) | 6% | -7 | 5% | -20% | -16% | -17% | -1% | -9% | 2%
37 | Cc1ccc(OCc2cc(C(=O)N3CCCCCCC3)no2)cc1C | -5% | 2 | 27% | -2% | -14% | ? | -5% | 3% | -1%
38 | CSCCC(NS(=O)(=O)c1ccc(C)cc1)C(=O)N1CCN(C(C)=O)CC1 (stereo not given) | -7% | -9 | 8% | -11% | -14% | . | . | -3% | .
39 | CCN(CC)C(=O)c1sc2nc(-c3ccncc3)[nH]c(=O)c2c1C | 18% | 0 | 4% | -1% | -4% | -10% | -2% | -2% | 4%
40 | CC(NC(=O)C1CCC(C(=O)NC(C)c2ccccc2)CC1)c1ccccc1 (stereo not given) | 18% | -2 | 4% | -6% | -3% | 0% | -1% | -3% | 11%
41 | CN1CCN(NC(=O)c2cn(-c3ccccc3)nc2-c2ccc(OC(F)F)cc2)CC1 | -3% | -5 | 40%[activator] | -9% | 4% | -14% | 2% | -1% | 3%
42 | CC1(C)CC=C(NNC(=O)c2cccnc2)C(=O)C1 | -1% | -1 | 1% | -13% | -6% | -9% | 0% | -3% | 23%
43 | COc1ccc(NC(=S)NC(=O)C2CCC2)cc1 | -7% | 0 | 24% | 6% | -16% | -12% | -1% | 2% | 11%
44 | O=C(COc1ccccc1)N(CCc1ccccc1)c1nc(-c2ccc(F)cc2)cs1 | -2% | -1 | 14% | -20% | -19% | 52%[activator] | -9% | -3% | 6%
